mIAP inh = blocks mouse intestinal alkaline phosphatase; purified mouse IAP, CDP-Star luminescence, 30 min; inhibition, % at 10 µM; hit rate 0.2% among 330,000;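 active = inhibition of at least 40% at 10 µM in the primary screen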;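 also: plate controls were DMSO with enzyme for no effect and no enzyme wells for full effect; values of inactives mirror those of a sister screen read the other way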
ATG4B inh = inhibitors of human ATG4B cysteine protease | Q9Y4P1 | ATG4B cleavage of LC3-PLA2, NBD-HPC fluorescence, 1 h | inhibition, % at 8.33 µM | hit rate 0.51% among 340,000; in the data active = inhibition above about 40%
APOBEC3A inh = inhibitors of human APOBEC3A DNA deaminase; hit rate 0.41% among 330,000; inhibition, % at 20 µM; recombinant A3A, FAM/TAMRA ssDNA deamination fluorescence;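 active = at least 40% inhibition at 20 µM here, with at most 30% in a related deaminase screen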;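 also: plate controls were A3A with DMSO for no effect and wells lacking A3A enzyme for full effect; some results filed as inactive read as strong as hits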
MIN6 prolif = inducers of beta-cell replication in MIN6 cells; MIN6 cells proliferation, ATPlite luminescence, 48 h; cells starved in 0.2% serum; 100% = growth in 10% serum; proliferation, % at 10 µM; hit rate 0.29% among 330,000;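 active = compounds whose signal lies at least 3.5 SD above the mean of all wells on their plate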;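 also: 0% = DMSO-treated cells in low-serum medium and 100% = 10% serum control; some compounds called inactive have numbers as strong as hits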
hIAP inh = blocks human intestinal alkaline phosphatase; P09923; purified IAP, CDP-Star luminescence, 30 min; inhibition, % at 10 µM; hit rate 0.12% among 330,000;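 active = inhibition reaching a set limit with compound at 10 µM in the primary screen, cut at about 35% in these data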;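 also: plate controls were DMSO wells with enzyme for no effect and no-enzyme buffer wells for full effect; values of inactives mirror those of a sister screen read the other way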
Target sequence (P09923 whole entry, looked up): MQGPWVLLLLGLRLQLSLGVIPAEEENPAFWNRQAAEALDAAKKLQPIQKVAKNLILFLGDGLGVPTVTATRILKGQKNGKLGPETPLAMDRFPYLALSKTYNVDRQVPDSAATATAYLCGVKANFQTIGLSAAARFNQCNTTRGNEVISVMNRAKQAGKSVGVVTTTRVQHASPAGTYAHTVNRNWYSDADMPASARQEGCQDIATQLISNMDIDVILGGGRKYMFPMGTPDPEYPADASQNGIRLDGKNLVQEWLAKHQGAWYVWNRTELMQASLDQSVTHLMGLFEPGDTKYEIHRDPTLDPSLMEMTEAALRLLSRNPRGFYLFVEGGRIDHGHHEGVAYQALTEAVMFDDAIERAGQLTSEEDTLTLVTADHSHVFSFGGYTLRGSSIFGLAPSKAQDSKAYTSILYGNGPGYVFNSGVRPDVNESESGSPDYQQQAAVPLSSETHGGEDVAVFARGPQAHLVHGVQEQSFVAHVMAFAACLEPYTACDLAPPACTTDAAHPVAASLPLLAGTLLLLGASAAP
mIAP act = mouse IAP activation. muIAP, CDP-Star luminescence, 30 min; hits give high values; 1 = vehicle-only enzyme signal, 0 = enzyme-free wells. activation factor at 10 µM. hit rate 0.24% among 330,000. AID 2805;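 active = activation factor of at least 2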; also: the source names both 10 and 20 µM as test concentration; values of inactives mirror those of a sister screen read the other way
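also added = chemiluminescent substrate CDP-Star | test system = mouse IAP enzyme | signal = chemiluminescence readout | compound = DMSO-dissolved test compounds | incubation = 30 min at room temperature | benchmarks = DMSO wells, no-enzyme wells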
hIAP activ = increases human intestinal alkaline phosphatase activity; purified human IAP, CDP-Star luminescence, 30 min; hits give high values; 1 = vehicle-only enzyme, 0 = enzyme-free background; activation factor at 10 µM; hit rate 0.16% among 330,000;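 active = activation factor of the enzyme at least 2-fold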; also: the source names both 10 and 20 µM as test concentration; values of inactives mirror those of a sister screen read the other way
APOBEC3G inh = inhibitors of human APOBEC3G DNA deaminase | Q9HC16 | inhibition, % at 20 µM | recombinant A3G, ssDNA deamination FAM/TAMRA fluorescence | AID 493012 | hit rate 0.28% among 330,000;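 active = inhibition of at least 40% at 20 µM, with no more than 30% in the related APOBEC3A deaminase screen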;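 also: plate controls were DMSO wells with A3G for no effect and wells lacking A3G enzyme for full effect; some compounds called inactive have numbers as strong as hits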
Target sequence (Q9HC16 whole entry, looked up): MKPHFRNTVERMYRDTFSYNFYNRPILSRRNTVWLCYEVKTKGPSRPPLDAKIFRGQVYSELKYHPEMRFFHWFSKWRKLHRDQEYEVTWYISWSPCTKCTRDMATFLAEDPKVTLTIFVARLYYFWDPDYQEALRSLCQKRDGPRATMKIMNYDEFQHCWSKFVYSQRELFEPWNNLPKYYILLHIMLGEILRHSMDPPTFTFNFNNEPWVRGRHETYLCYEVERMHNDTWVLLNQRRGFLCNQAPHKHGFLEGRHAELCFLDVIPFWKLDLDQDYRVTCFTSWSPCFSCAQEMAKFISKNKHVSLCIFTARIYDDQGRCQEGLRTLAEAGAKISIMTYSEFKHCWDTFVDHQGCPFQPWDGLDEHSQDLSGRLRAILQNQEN
MPTP inh = inhibitors of mitochondrial permeability transition pore; inhibition, % at 10 µM; AID 602449; hit rate 1.4% among 360,000; isolated mouse mitochondria, Ca2+ swelling absorbance, 30 min;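 active = inhibition of 50% or more, scaled per plate between neutral and stimulator controls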;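 also: 0% = DMSO wells given calcium and 100% = 1 mM EGTA wells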
* hit, by the source's call; · = not tested or not shown.

Field names: A = mIAP inh; B = ATG4B inh; C = APOBEC3A inh; D = MIN6 prolif; E = hIAP inh; F = mIAP act; G = hIAP activ; H = APOBEC3G inh; I = MPTP inh
(1) COc1cccc2c(O)cc(=O)n(C)c12
  A: 6; B: 3; C: -4; D: -4; E: -2; F: 0.94; G: 1; H: -4; I: 1.2
(2) Oc1oc(C=Nc2ccc(F)cc2F)c2ccccc12
  A: 6; B: -7; C: -1; D: 4; E: 18; F: 0.94; G: 0.81; H: -2; I: 1.8
(3) CC(C)C(=O)NS(=O)(=O)c1ccc(N)cc1
  A: 2; B: -3; C: -2; D: -3; E: -2; F: 0.98; G: 1; H: -1; I: 4.8
(4) CCCCN(C(=O)COC(=O)CSc1cc(C)c2ccccc2n1)c1c(N)n(CCC)c(=O)[nH]c1=O
  A: 5; B: -11; C: 2; D: 4; E: -11; F: 0.95; G: 1.1; H: -7; I: -2.0
(5) CCOc1ccc(-n2c(=O)c3sccc3n(CC(=O)NC3CCCCC3)c2=O)cc1
  A: -5; B: 1; C: -5; D: 3; E: -11; F: 1; G: 1.1; H: -11; I: -2.6
(6) S=C(NCc1ccco1)Nc1ccccn1
  A: -9; B: 3; C: -6; D: -4; E: -24; F: 1.1; G: 1.2; H: -9; I: -1.5
(7) CC1(C)CC(=O)C2=C(C1)Oc1ncn(Cc3ccco3)c(=N)c1C2c1ccccc1 (configuration not stated)
  A: 2; B: -2; C: 3; D: -3; E: -14; F: 0.98; G: 1.1; H: -5; I: -0.4
(8) COC(=O)c1nn(-c2ccccc2)c2nnc(Cc3ccc(C)cc3)c(=O)n12
  A: -1; B: 2; C: 0; D: 0; E: 13; F: 1; G: 0.87; H: -3; I: 2.4
(9) Cc1ccnc(NC(=O)COc2ccc3oc4c(c3c2)CCCC4)c1
  A: 4; B: -1; C: -1; D: -6; E: -11; F: 0.95; G: 1.1; H: -2; I: -0.7
(10) Cc1ccc(C)c(N2CCN(C(=O)CCc3nc(-c4ccccc4C(F)(F)F)no3)CC2)c1
  A: -3; B: -2; C: 4; D: ·; E: ·; F: 1; G: ·; H: 2; I: -1.1
(11) O=C(O)c1ccc(N2C(=O)c3[nH]nc(-c4ccccc4)c3C2c2ccccc2)cc1 (configuration not stated)
  A: 2; B: -14; C: 1; D: -2; E: 7; F: 0.98; G: 0.93; H: 6; I: -1.4
(12) O=C(/C=C/c1cn(-c2ccccc2)nc1-c1cccnc1)NCCN1CCOCC1
  A: -1; B: -1; C: -1; D: -2; E: 2; F: 1; G: 0.98; H: -6; I: 2.2
(13) Cc1nc(S(=O)(=O)c2ccc(Cl)cc2)c(NCc2ccccc2)o1
  A: -6; B: -6; C: -6; D: 1; E: 1; F: 1.1; G: 0.99; H: -8; I: 1.5
(14) CCCn1c(SCC(=O)c2c[nH]c3ccccc23)nnc1-c1ccncc1
  A: 0; B: -18; C: 9; D: -1; E: 7; F: 1; G: 0.93; H: -7; I: -0.5
(15) COC(=O)C1N2C(=O)[C@@H](NC(=O)COc3ccccc3)[C@H]2SC1(C)C (some centres not stated)
  A: 11; B: 8; C: -4; D: -4; E: 2; F: 0.89; G: 0.98; H: -11; I: 1.3
(16) O=C(O)C1CCCCN1C(=O)c1ccc(S(=O)(=O)N2CCCC2)cc1 (configuration not stated)
  A: 4; B: -7; C: -6; D: -1; E: 3; F: 0.96; G: 0.97; H: -12; I: -0.9
(17) Fc1cccc(Cn2cc(C(=S)N3CCCCC3)c3ccccc32)c1
  A: 6; B: 12; C: 1; D: -3; E: -6; F: 0.94; G: 1.1; H: -1; I: 0.5
(18) COc1ccc(NS(=O)(=O)c2ccc(OCC(=O)N3CCOCC3)cc2)cc1
  A: 1; B: -1; C: 5; D: -2; E: 1; F: 0.99; G: 0.99; H: -1; I: 0.6
(19) Cc1cc(NC(=O)CSc2nc3c(C)cccc3cc2C#N)no1
  A: -1; B: 2; C: -4; D: 0; E: 6; F: 1; G: 0.94; H: -11; I: -1.3
(20) Cn1c(NCc2ccccc2)nc2c1c(=O)n(Cc1ccccc1)c(=O)n2C
  A: 3; B: -15; C: -3; D: -2; E: 12; F: 0.97; G: 0.88; H: -7; I: 4.8
(21) CCSc1nc2ccccc2n1Cc1ccccc1F
  A: 1; B: 5; C: -2; D: 5; E: -10; F: 0.99; G: 1.1; H: -1; I: 1.3
(22) CCOC(=O)C(=O)NCC(c1ccco1)S(=O)(=O)c1cccs1 (configuration not stated)
  A: 1; B: 4; C: 2; D: 3; E: 17; F: 0.99; G: 0.83; H: -6; I: -1.0
(23) CCCC[n+]1ccn(-c2nc3ccccc3nc2[N-]S(=O)(=O)c2ccc(Br)cc2)c1
  A: -3; B: 2; C: 1; D: -1; E: 6; F: 1; G: 0.94; H: -4; I: 2.1
(24) CCN(CC(=O)Nc1c(F)cccc1F)C(=O)Cc1csc(-c2ccccc2)n1
  A: -1; B: -2; C: 2; D: -2; E: -8; F: 1; G: 1.1; H: -9; I: -2.6
(25) CCN(Cc1cc2ccccc2[nH]c1=O)C(=O)c1cccc([N+](=O)[O-])c1
  A: 4; B: 2; C: -1; D: -1; E: -7; F: 0.96; G: 1.1; H: -5; I: ·
(26) O=C1C2C3C=CC(C4CC34)C2C(=O)N1/N=C/c1ccc(-c2ccccc2[N+](=O)[O-])o1 (configuration not stated)
  A: 0; B: 5; C: -4; D: -4; E: -17; F: 1; G: 1.2; H: -7; I: 0.7
(27) COC(=O)c1sc2nc(C)nc(SCC(=O)Nc3sccc3C(N)=O)c2c1C
  A: 0; B: -8; C: -2; D: -4; E: 3; F: 1; G: 0.97; H: -11; I: 3.3
(28) O=C(Nc1cccc(C(F)(F)F)c1)NC1CCN(S(=O)(=O)c2ccc(F)cc2)CC1
  A: -134; B: -17; C: -2; D: -2; E: 7; F: 2.3*; G: 0.93; H: -5; I: 30
(29) COc1ccc(Cc2nnc(-c3ccc(F)cc3)o2)cc1OC
  A: 0; B: -3; C: -4; D: 1; E: 18; F: 1; G: 0.82; H: -7; I: -0.5
(30) CCN1CCN(c2ccc(S(=O)(=O)N3CCCCC3)cc2NC(=O)CC(C)c2ccccc2)CC1 (configuration not stated)
  A: 1; B: -2; C: 12; D: -5; E: 4; F: 0.99; G: 0.96; H: -11; I: 1.5

Retrieved by compound from the list above (six):
Field names: A = mIAP inh; B = ATG4B inh; C = APOBEC3A inh; D = MIN6 prolif; E = hIAP inh; F = mIAP act; G = hIAP activ; H = APOBEC3G inh; I = MPTP inh
(26) O=C1C2C3C=CC(C4CC34)C2C(=O)N1/N=C/c1ccc(-c2ccccc2[N+](=O)[O-])o1 (configuration not stated)
  A: 0; B: 5; C: -4; D: -4; E: -17; F: 1; G: 1.2; H: -7; I: 0.7
(18) COc1ccc(NS(=O)(=O)c2ccc(OCC(=O)N3CCOCC3)cc2)cc1
  A: 1; B: -1; C: 5; D: -2; E: 1; F: 0.99; G: 0.99; H: -1; I: 0.6
(13) Cc1nc(S(=O)(=O)c2ccc(Cl)cc2)c(NCc2ccccc2)o1
  A: -6; B: -6; C: -6; D: 1; E: 1; F: 1.1; G: 0.99; H: -8; I: 1.5
(16) O=C(O)C1CCCCN1C(=O)c1ccc(S(=O)(=O)N2CCCC2)cc1 (configuration not stated)
  A: 4; B: -7; C: -6; D: -1; E: 3; F: 0.96; G: 0.97; H: -12; I: -0.9
(14) CCCn1c(SCC(=O)c2c[nH]c3ccccc23)nnc1-c1ccncc1
  A: 0; B: -18; C: 9; D: -1; E: 7; F: 1; G: 0.93; H: -7; I: -0.5
(12) O=C(/C=C/c1cn(-c2ccccc2)nc1-c1cccnc1)NCCN1CCOCC1
  A: -1; B: -1; C: -1; D: -2; E: 2; F: 1; G: 0.98; H: -6; I: 2.2

Continued:
Field names: A = mIAP inh; B = ATG4B inh; C = APOBEC3A inh; D = MIN6 prolif; E = hIAP inh; F = mIAP act; G = hIAP activ; H = APOBEC3G inh; I = MPTP inh
(31) CCCOC(=O)c1ccc(NC(=O)Cc2cccs2)cc1
  A: -6; B: 3; C: 3; D: 0; E: 4; F: 1.1; G: 0.96; H: -3; I: -1.7
(32) Cn1c(=O)c2c(SCC(=O)N3CCCc4ccccc43)nc(CC(C)(C)C)nc2n(C)c1=O
  A: 5; B: 3; C: 4; D: -8; E: -6; F: 0.95; G: 1.1; H: 3; I: 62*
(33) CC1(C)Cc2nc3[nH]c(=S)n(-c4ccccc4)c(=O)c3cc2CO1
  A: 3; B: 15; C: -4; D: 0; E: -9; F: 0.97; G: 1.1; H: -6; I: -0.6
(34) CCN(CC)S(=O)(=O)c1ccc(N2CCCC2)c(NS(=O)(=O)c2ccccc2)c1
  A: 4; B: 4; C: -4; D: -1; E: 8; F: 0.96; G: 0.92; H: 5; I: 0.7
(35) COc1cccc(-c2nnc(SCC(=O)Nc3cc(C)on3)n2C)c1
  A: 2; B: 0; C: 11; D: -3; E: 12; F: 0.98; G: 0.88; H: -8; I: 0.3
(36) CCOc1ccc(/C=C2\SC(=S)N(CC(=O)NCCCN3CCOCC3)C2=O)cc1
  A: 15; B: -2; C: -8; D: -4; E: 15; F: 0.85; G: 0.85; H: -13; I: 1.3
(37) COCC(C)n1c(SCc2nc3ccccc3c(=O)[nH]2)nc2ccccc2c1=O (configuration not stated)
  A: 0; B: -8; C: -3; D: -3; E: -8; F: 1; G: 1.1; H: -3; I: -1.7
(38) COc1ccc(NC(=O)COC(=O)CNS(=O)(=O)c2ccccc2)cc1OC
  A: -2; B: -2; C: 5; D: 2; E: 2; F: 1; G: 0.98; H: 4; I: 120*
(39) O=S1(=O)CCO[C@H]2Cc3ccccc3[C@H]2N1Cc1cccc(C(F)(F)F)c1
  A: 4; B: 3; C: 0; D: -2; E: 4; F: 0.96; G: 0.96; H: -7; I: 2.2
(40) O=C(c1ccccc1)[C@H]1CC=CC[C@H]1C(=O)O
  A: -2; B: 1; C: -6; D: 2; E: -1; F: 1; G: 1; H: -2; I: -1.5
(41) N/C(=N\OC(=O)Cc1ccccc1)c1ccccn1
  A: 2; B: 2; C: -2; D: -2; E: -29; F: 0.98; G: 1.3; H: -5; I: -2.8
(42) CCc1cccc(C)c1NC(=O)CN(C)S(=O)(=O)c1ccc(-c2ccc(=O)[nH]n2)s1
  A: 2; B: -7; C: -4; D: -1; E: -12; F: 0.98; G: 1.1; H: -7; I: -1.0
(43) Fc1ccc(NC(=S)Nc2cccnc2)cc1
  A: 17; B: 1; C: 1; D: -2; E: 14; F: 0.83; G: 0.86; H: 7; I: -1.7
(44) CC1=NN(c2ccc(Br)cc2)C(=O)/C1=C/c1ccc(-c2ccccc2C(=O)O)o1
  A: 16; B: 4; C: -1; D: -4; E: -18; F: 0.84; G: 1.2; H: -5; I: 3.9
(45) COc1ccc(/C=C/C(=O)NCC(=O)N/N=C(/C)c2ccc(Cl)cc2)cc1
  A: 4; B: -6; C: 0; D: -3; E: 5; F: 0.96; G: 0.95; H: -2; I: -0.9
(46) N#C/C(=C\c1ccc(Cl)s1)C(=O)N1CCN(c2ccccc2)CC1
  A: 4; B: 22; C: 11; D: 0; E: -5; F: 0.96; G: 1; H: -4; I: -0.3
(47) CCOc1cc(N2CCOCC2)c(OCC)cc1NC(=O)c1ccc(OC(C)C)cc1
  A: 4; B: -4; C: -3; D: 2; E: -10; F: 0.96; G: 1.1; H: -5; I: -0.8
